TRAIL sens C8: caspase-8 TRAIL sensitization; NB7+C8 cells + TRAIL, ATPlite viability luminescence; inhibition (viability loss, TRAIL sensitization), % at 10 µM; 1% of 360,000 active;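 active = compounds causing at least 50% loss of cell viability in the single-dose screen, relative to plate controls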
TWEAK-Fn14 inh: TWEAK-Fn14 signaling inhibition; AID 1159606; 2% of 360,000 active; TWEAK-stimulated Fn14 reporter cells, luciferase luminescence, 8 h; inhibition, % at 10 µM; in the data active = inhibition above about 50%
TROY signal inh: inhibitors of TROY-dependent NF-kB signaling | Q293 LMP1-TROYcd NF-kB luciferase reporter, 4 h | inhibition, % at 10 µM | 0.98% of 360,000 active | AID 1347056;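 active = compounds whose plate-normalised and pattern-corrected inhibition of the luciferase reporter signal at the single screening dose is 50% or more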
SRC1 inh: inhibitors of human steroid receptor coactivator 1 (SRC1); HEK293 GAL4-SRC1 luciferase reporter, luminescence; inhibition, % at 3.6 µM; Q15788; 0.12% of 360,000 active;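 active = inhibition above the campaign mean plus 3 SD, with each screening campaign given its own cutoff, cut at about 60% in these data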;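 also: 0% = DMSO treated cells and 100% = gossypol at 36 µM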
EBV LMP1 NFkB: reduces LMP1-driven NF-kappaB luciferase signal | LMP1-induced NF-kappaB luciferase reporter cells, luminescence | 0.69% of 350,000 active | inhibition, % at 12.5 µM; in the data active = inhibition above about 41%;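 also: 0% = neutral control wells and 100% = reference inhibitor control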
KKLEB tox: counter-screen for CF NF-kB inhibitors: cytotoxicity. KKLEB CF airway cells viability, ATPlite luminescence, overnight; hits give low values; cells stimulated with P. aeruginosa culture filtrate. activity change (cytotoxicity), % at 5 µM. 0.36% of 360,000 active;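 active = corrected activity change at or below -50% at 5 µM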
COUP-TFII inh: inhibitors of human COUP-TFII (NR2F2); HEK293T NGFI-A luciferase reporter, luminescence; inhibition, % at 8.6 µM; P24468; 0.7% of 370,000 active;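 active = inhibition above a per-plate cutoff, mean inhibition of test wells between control levels plus 3 SD, cut at about 38% in these data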;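 also: cells cotransfected with COUP-TFII expression vector driving the NGFI-A reporter; 0% = median of COUP-TF2 test wells and 100% = reporter-only cells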
Target sequence (P24468 whole entry, looked up): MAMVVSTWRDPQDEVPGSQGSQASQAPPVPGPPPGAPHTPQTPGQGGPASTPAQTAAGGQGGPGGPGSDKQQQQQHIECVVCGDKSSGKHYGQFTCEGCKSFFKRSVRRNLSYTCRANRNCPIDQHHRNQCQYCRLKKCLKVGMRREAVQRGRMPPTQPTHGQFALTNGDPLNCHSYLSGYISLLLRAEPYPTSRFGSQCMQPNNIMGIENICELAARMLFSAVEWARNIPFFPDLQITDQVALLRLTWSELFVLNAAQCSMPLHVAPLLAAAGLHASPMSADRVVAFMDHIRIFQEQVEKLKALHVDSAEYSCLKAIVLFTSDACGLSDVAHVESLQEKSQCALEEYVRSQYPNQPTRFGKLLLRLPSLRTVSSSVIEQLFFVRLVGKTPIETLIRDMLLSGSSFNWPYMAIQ
NR5A2 inv ag: NR5A2 inverse agonism in reporter assay. O00482. HEK293T StAR-luciferase reporter, LRH-1 transfected, 24 h. inhibition, % at 3.6 µM. 0.13% of 360,000 active. AID 602396;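 active = inhibition above the mean inhibition of all tested compounds plus 3 SD, cut at about 73% in these data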;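 also: 0% = DMSO wells and 100% = reporter-only cells lacking LRH-1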
Target sequence (O00482 whole entry, looked up): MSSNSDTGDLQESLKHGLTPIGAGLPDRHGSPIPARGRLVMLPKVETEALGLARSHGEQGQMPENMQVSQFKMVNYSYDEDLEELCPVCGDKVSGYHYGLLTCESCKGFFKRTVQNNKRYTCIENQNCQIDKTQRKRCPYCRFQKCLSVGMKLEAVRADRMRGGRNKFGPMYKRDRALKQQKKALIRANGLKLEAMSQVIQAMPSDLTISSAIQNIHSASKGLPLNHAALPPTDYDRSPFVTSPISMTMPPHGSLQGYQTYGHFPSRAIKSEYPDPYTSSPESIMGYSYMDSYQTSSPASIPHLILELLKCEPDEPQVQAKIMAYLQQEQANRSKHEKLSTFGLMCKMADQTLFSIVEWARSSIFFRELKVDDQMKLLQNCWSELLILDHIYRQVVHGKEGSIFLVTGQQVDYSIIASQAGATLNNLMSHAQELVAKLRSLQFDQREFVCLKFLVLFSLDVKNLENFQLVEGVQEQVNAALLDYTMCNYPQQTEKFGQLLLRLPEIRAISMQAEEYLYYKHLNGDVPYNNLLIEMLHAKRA
CF NFkB inh: cystic fibrosis NF-kB activation inhibition | KKLEB NF-kB-GFP reporter, PAF-induced, GFP fluorescence overnight | inhibition, % at 5 µM | 0.86% of 360,000 active;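 active = at least 50% inhibition at 5 µM, scaled per plate between neutral and stimulator controls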;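 also: PAF is a Pseudomonas aeruginosa culture filtrate used as stimulus; plate controls were PAF-stimulated DMSO wells for no effect and unstimulated DMSO wells for full effect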
Shn3 inh set2: inhibitors of Schnurri-3 3'UTR reporter in osteoblasts; AID 588674; inhibition, % at 12.5 µM; Clone20 osteoblast Shn3 3'UTR firefly luciferase, 24 h; 0.52% of 360,000 active;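 active = mean inhibition of at least 75% with every replicate also reaching 75%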;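 also: 0% = median of neutral control wells and 100% = pilot-screen positive control compound; some compounds past the cut are filed as inactive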
SRC3 inh: inhibitors of human steroid receptor coactivator 3 (SRC3). Q9Y6Q9. 0.17% of 360,000 active. HEK293 GAL4-SRC3 luciferase reporter, luminescence. inhibition, % at 3.6 µM. AID 588352;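 active = inhibition above a per-campaign cutoff, the mean of all compounds plus 3 SD, cut at about 60% in these data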;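 also: 0% = DMSO-treated cells and 100% = gossypol-treated cells at 36 µM; higher means less SRC3-driven luciferase light from the GAL4 reporter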
* = called active by the depositor; · = no result given. An excerpt, so the mix of outcomes need not match the whole.

The line under a structure holds: TRAIL sens C8 | TWEAK-Fn14 inh | TROY signal inh | SRC1 inh | EBV LMP1 NFkB | KKLEB tox | COUP-TFII inh | NR5A2 inv ag | CF NFkB inh | Shn3 inh set2 | SRC3 inh
> Cc1cc(=O)cc(C)n1-c1ccc(Br)cc1
→ -4 | 0 | -7 | -72 | 9 | 1 | 9 | -2 | -6 | -10 | 14
> CCOC(=O)Cn1c(=O)oc2cc(S(=O)(=O)N3CCn4c3nc3ccccc34)ccc21
→ -1 | -20 | 7 | -8 | -3 | -19 | -17 | 4 | 2 | 8 | -4
> CCC(C)(C)NC(=O)C(c1cccc(OC)c1OC)N(Cc1ccccc1)C(=O)CCC(=O)Nc1cc(C)on1 (stereo not drawn)
→ -4 | 34 | -7 | 18 | 9 | 4 | 9 | -7 | -14 | 12 | 8
> CCOC(=O)c1c(N2CCCCC2)c2ccccc2[nH]c1=O
→ -14 | 32 | 18 | -4 | 1 | -1 | 12 | 19 | 1 | -11 | 9
> Cc1ccc(-n2c(C)cc3c2CCCC3=O)cc1
→ 2 | 10 | -17 | 6 | 8 | -18 | -14 | 5 | 5 | 13 | 7
> O=C(Nc1ccc(Cl)cc1C(=O)NCCN1CCOCC1)c1ccco1
→ -3 | 4 | 7 | 1 | -8 | 10 | 18 | 32 | -9 | 9 | -1
> CCOC(=O)c1cc(C#N)c(N2CCN(c3ccc(OC)cc3)CC2)[nH]c1=O
→ 0 | -1 | -21 | 14 | 8 | 3 | -5 | 0 | 3 | -44 | 20
> CCCn1c(C)cc(/C=C(\C#N)C(=O)OCC(=O)Nc2cc(OC)c(OC)c(OC)c2)c1C
→ 4 | 4 | 9 | -50 | -6 | 5 | -21 | -101 | 12 | -59 | -38
> CSc1nncn1/N=C/c1ccc2c(c1)OCO2
→ -4 | -12 | -8 | 4 | -7 | 16 | -8 | -19 | -6 | -14 | -13
> Cc1cccc(NS(=O)(=O)c2ccccc2)n1
→ -5 | -1 | -2 | -1 | -5 | -7 | -2 | -2 | 12 | 47 | 1
> c1ccc2c(c1)nnn2-c1ncnc2sc3c(c12)CCCC3
→ -9 | 5 | -31 | -12 | -5 | -10 | 0 | -15 | 10 | 3 | -2
> CCC1(C)NC(=O)N(CC(=O)NCC(=O)Nc2c(C)cc(C)cc2C)C1=O (stereo not drawn)
→ -5 | 7 | 6 | -3 | -4 | 7 | -5 | -19 | 20 | -9 | -12
> CCOc1ccccc1CN1CCNC(=O)C1CC(=O)N(C)Cc1nonc1C (stereo not drawn)
→ -14 | -5 | -6 | 1 | -6 | -4 | -15 | -5 | 5 | 7 | -5
> COc1cc(C(=O)Nc2ccc(C)c(S(=O)(=O)N(C)C)c2)ccc1OCC(=O)N1CCOCC1
→ 43 | -39 | -54 | -6 | -12 | -12 | -13 | -32 | -9 | -13 | -12
> O=C(NCc1ccco1)c1nc(-c2ccc(F)cc2)no1
→ -5 | -12 | -42 | -1 | -1 | 1 | -9 | -3 | 12 | 1 | 4
> CCCCN(C)CCNC(=O)c1c[nH]c2ccc(S(=O)(=O)N(CC)CC)cc2c1=O
→ -1 | 9 | -7 | 1 | -6 | -4 | -5 | -40 | 9 | -20 | 9
> CC1(C)CC(NC(=O)c2ccc(Cl)c(S(=O)(=O)N(Cc3ccccc3)c3ccccc3)c2)CC(C)(C)N1
→ 49 | -4 | 16 | · | -25 | -8 | -5 | · | 13 | -4 | ·
> CCCNC(=O)CN1C(=O)NC(c2ccccc2)(c2ccccc2)C1=O
→ -1 | 15 | -13 | 10 | -4 | -2 | -15 | 14 | 0 | 4 | -32
> CCOC(=O)C(NC(C)=O)C(=O)Nc1ccc(C)cc1C (stereo not drawn)
→ 1 | 8 | -5 | -19 | -3 | 0 | 9 | -11 | -10 | 5 | 10
> O=C(NC(=S)Nc1ccccc1N1CCCCC1)c1ccccc1
→ 18 | 18 | 12 | 13 | -13 | -10 | 3 | 2 | -11 | 19 | 5
> Cc1cc[n+](CCc2ccccc2)cc1C
→ -9 | 4 | 9 | 1 | · | -3 | -4 | -8 | 2 | 4 | -1
> CCCCN1C(=O)C(CC(=O)NC2CCCC2)CC(C(=O)N2CCCCCC2)=C1C (stereo not drawn)
→ -5 | -3 | -12 | · | · | · | -10 | -17 | · | · | ·
> OC(CN1CCC(Cc2ccccc2)CC1)c1ccccc1 (stereo not drawn)
→ 3 | -34 | -13 | 8 | 2 | -10 | -11 | 4 | 0 | 15 | -9
> CCN(C(=O)COC(=O)C1COc2ccccc2O1)c1c(N)n(Cc2ccccc2)c(=O)[nH]c1=O (stereo not drawn)
→ -6 | 11 | 4 | -12 | -4 | -7 | 1 | -3 | 18 | -3 | -1
> CN(c1ccc(C(=O)NCC2CCCO2)cc1)S(=O)(=O)c1ccc(Cl)cc1 (stereo not drawn)
→ -1 | 3 | -26 | -1 | -3 | 9 | 24 | 31 | -2 | 2 | -6
> COc1ccc(OC)c(-c2csc(NC(=O)Cn3[nH]c(=O)c4ccccc4c3=O)n2)c1
→ 20 | -22 | 13 | -14 | -17 | 4 | 14 | -25 | -26 | 3 | -43
> Cc1ccc(-c2cnco2)cc1
→ -2 | -9 | 8 | 2 | 1 | -2 | 14 | -1 | 14 | 9 | 1
> COC(=O)c1c(-c2ccccc2)csc1N
→ 0 | 0 | 22 | 7 | 0 | -18 | -3 | 18 | 9 | 14 | 12
> CCCCNC(=O)N1CCCC(N(C)CCc2ccc(OC)c(OC)c2)C1 (stereo not drawn)
→ 3 | 5 | 29 | -71 | 2 | 1 | 11 | -18 | 3 | -6 | -9
> O=C(N/N=C/c1sc(=O)n(-c2ccccc2)c1Cl)c1ccccc1
→ 41 | 6 | -17 | -107 | -14 | 0 | -44 | -68 | 6 | -88 | -78

(continued)
The line under a structure holds: TRAIL sens C8 | TWEAK-Fn14 inh | TROY signal inh | SRC1 inh | EBV LMP1 NFkB | KKLEB tox | COUP-TFII inh | NR5A2 inv ag | CF NFkB inh | Shn3 inh set2 | SRC3 inh
> Cn1c(-c2ncc(F)cc2F)cc2onc(-c3c(F)cccc3Cl)c2c1=O
→ 7 | -17 | -27 | -107 | -19 | -2 | -74 | -92 | 4 | -215 | -105
> O=C(NCCc1ccccc1)C1CCCN1C(=O)Nc1ccc(F)cc1 (stereo not drawn)
→ -5 | -3 | -14 | -3 | -9 | 2 | 5 | -6 | -7 | 11 | -5
> O=C/C(=C\Nc1ccc(Cl)cn1)c1nc2cc(Cl)ccc2o1
→ 1 | -9 | -11 | -10 | 1 | 2 | 5 | 1 | 4 | -3 | 8
> COc1cc(OC)c(N2CC(C(=O)Nc3cccc(C(=O)NC4CC4)c3)CC2=O)cc1Cl (stereo not drawn)
→ -12 | 16 | -12 | 4 | -3 | -4 | 3 | -6 | 4 | -13 | 0
> Cc1ccc(-c2noc(CCCC(=O)NCC3CCCO3)n2)cc1 (stereo not drawn)
→ -14 | 27 | -15 | -17 | 4 | 8 | 18 | 14 | 11 | -2 | 7
> CC(CCc1ccccc1)NC(=O)c1cccc([N+](=O)[O-])c1 (stereo not drawn)
→ -6 | -9 | 6 | -19 | 3 | -7 | 3 | 9 | 2 | -11 | -4
> CCOc1cc(/C=N/Nc2ncnc(Cl)c2N)ccc1O
→ 19 | -13 | -24 | -44 | -7 | -8 | 4 | 18 | -12 | -48 | -19
> CCOc1ccccc1N(CC(=O)N1CCCCCC1)S(C)(=O)=O
→ -3 | -1 | 12 | 2 | -9 | 8 | -5 | -4 | -28 | 17 | 6
> O=C(NCc1ccc2c(c1)OCO2)c1ccc(Cl)c(S(=O)(=O)N2CCOCC2)c1
→ -4 | -5 | 6 | 8 | 4 | -14 | -2 | 5 | 12 | -1 | -2
> Cc1cc(NS(=O)(=O)c2ccc(NC(=S)Nc3ccc(Cl)cc3C)cc2)no1
→ 0 | -12 | -12 | -15 | -2 | -9 | -6 | 15 | 2 | 19 | -6
> OCC[C@@H]1C[C@H](O)[C@@H](O)[C@]2(CCCc3ccccc3O2)O1
→ -29 | -5 | 12 | -14 | -1 | 23 | -3 | 16 | -15 | -71 | 0
> O=C(NC1(C(=O)NC2CCCC2)CCCCC1)c1ccc2c(c1)OCO2
→ 5 | 0 | -2 | 5 | -9 | -3 | 15 | 16 | 12 | 12 | 8
> COc1ccccc1S(=O)(=O)Cc1ccc(C(=O)NCc2ccc3c(c2)OCO3)o1
→ 19 | -6 | 0 | 4 | 2 | 25 | 10 | -4 | -18 | -13 | -7
> Brc1cccc(-c2nnc3sc(CN4CCC5(CC4)OCCO5)cn23)c1
→ 31 | -8 | 8 | -8 | -3 | 11 | 3 | -7 | -5 | 20 | 20
> Cc1ccc(C)c(SCC(=O)Nc2ccc(C)c(S(=O)(=O)N3CCOCC3)c2)c1
→ 11 | 2 | 12 | -1 | -3 | -8 | 7 | 19 | -5 | 1 | -4
> Cc1ccc([C@@H]2[C@@H]3C(=O)N(c4ccccc4)C(=O)[C@@H]3[C@]3(C)C(=O)N(Cc4ccc(-c5ccccc5)cc4)CC(=O)N23)o1
→ -5 | 20 | 2 | -2 | -2 | 7 | 0 | -15 | 10 | 15 | -3
> Cc1cc(C)cc(-c2nnc(SCC(=O)c3ccc4c(c3)OCCO4)o2)c1
→ -3 | -9 | 0 | 4 | 0 | -16 | 1 | 10 | 17 | -7 | 2
> N#Cc1c(-c2ccc(F)cc2)nc2n(c1=O)CCS2
→ -4 | 4 | 14 | 1 | -8 | -1 | 0 | 16 | -12 | -7 | -7
> O=C(COC(=O)c1nc(Cl)ccc1Cl)NCc1ccc(Cl)cc1
→ -5 | 6 | 17 | -25 | 5 | 2 | 5 | -10 | 21 | -15 | -31
> Cc1ccc(-c2nn(C)c(=O)c3ccccc23)cc1CN1CCCCC1
→ -18 | 10 | -3 | -18 | 1 | 3 | 23 | 13 | -8 | -28 | 18
> CCOC(=O)c1ccc(Cn2c(-c3ccccc3)nnc2-c2ccccc2)o1
→ 15 | -31 | 41 | -7 | 4 | -1 | -5 | -1 | 6 | 10 | -11
> O=C(O)c1cc(N/N=C/c2ccncc2)ccc1Cl
→ -13 | -7 | -8 | -47 | -9 | 3 | 1 | -24 | -6 | -1 | -15
> COc1cccc(NC(=O)CN(C)S(=O)(=O)c2ccc3c(c2)NC(=O)CS3)c1
→ -14 | 7 | 0 | 5 | 12 | 4 | -5 | 5 | -13 | 27 | 7
> Cc1ccsc1C(=O)Nc1ccccc1N1CCCC1
→ -6 | 10 | -13 | -2 | 0 | -2 | -3 | 25 | 2 | 1 | 4
> CN(CC(=O)Nc1c(Cl)cccc1Cl)C(=O)Cc1ccc(S(=O)(=O)N2CCOCC2)s1
→ -21 | 19 | 13 | -195 | 10 | 4 | 10 | -10 | -14 | 5 | 20
> COc1ccc(-c2nc3ccccc3nc2-c2ccccc2)cc1
→ -6 | -2 | 1 | -57 | 5 | -25 | -6 | -3 | 14 | 2 | 4
> COc1ccc(OC)c(N(C(=O)c2snc(C(N)=O)c2N)C(C(=O)NCc2ccccc2)c2ccc(O)cc2)c1 (stereo not drawn)
→ -10 | -9 | 0 | -15 | -4 | -2 | -15 | 7 | 12 | -10 | 15

Compound activity as filed in PubChem BioAssay.
